From PubChem BioAssay
FXIa inh: blocks human coagulation factor XIa protease activity; P03951; purified FXIa, Boc-Glu-Ala-Arg-AMC fluorogenic substrate; inhibition, % at 5 µM; actives 0.14% (n = 220,000); AID 798;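 active means inhibition of at least 40%; inactive means inhibition below 40%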;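 further: fluorescence of freed AMC excited at 355 nm; 0% = enzyme without compound and 100% = no enzyme blank; many of its hits are not listed in these tables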
TNF necrop inh: blocks TNF-alpha induced death of Jurkat FADD-/- cells | Jurkat FADD-/- TNF necroptosis rescue, ATP luminescence, 24 h; 0 = TNF only, 100 = no-TNF cells | activation (protection from cell death), % at 10 µM | actives 0.068% (n = 220,000);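 active means activation, meaning protection from cell death, of at least 50% relative to plate controls; inactive means activation below 50%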;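 further: necroptosis triggered by 40 ng/mL TNF-alpha added together with compound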
FXIIa inh: blocks human coagulation factor XIIa protease activity | P00748 | purified FXIIa, Boc-QGR-AMC fluorogenic substrate, 2 h | inhibition, % at 5 µM | actives 0.3% (n = 220,000); in the data active means inhibition above about 40%;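 further: 0% = enzyme with no compound and 100% = blank without enzyme; many of its hits are not listed in these tables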
Hck-Nef inh: inhibitors of human Hck kinase activated by Nef; Recombinant Hck-YEEI plus Nef, Z-Lyte FRET kinase assay; actives 0.68% (n = 220,000); inhibition, % at 20 µM; AID 463187;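 active means Hck-Nef kinase inhibition above about 50%, limit read from the data; inactive means inhibition below that limit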;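 further: 0% = DMSO with Hck plus Nef and 100% = Hck alone without Nef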
Target sequence (P08631 whole entry, looked up): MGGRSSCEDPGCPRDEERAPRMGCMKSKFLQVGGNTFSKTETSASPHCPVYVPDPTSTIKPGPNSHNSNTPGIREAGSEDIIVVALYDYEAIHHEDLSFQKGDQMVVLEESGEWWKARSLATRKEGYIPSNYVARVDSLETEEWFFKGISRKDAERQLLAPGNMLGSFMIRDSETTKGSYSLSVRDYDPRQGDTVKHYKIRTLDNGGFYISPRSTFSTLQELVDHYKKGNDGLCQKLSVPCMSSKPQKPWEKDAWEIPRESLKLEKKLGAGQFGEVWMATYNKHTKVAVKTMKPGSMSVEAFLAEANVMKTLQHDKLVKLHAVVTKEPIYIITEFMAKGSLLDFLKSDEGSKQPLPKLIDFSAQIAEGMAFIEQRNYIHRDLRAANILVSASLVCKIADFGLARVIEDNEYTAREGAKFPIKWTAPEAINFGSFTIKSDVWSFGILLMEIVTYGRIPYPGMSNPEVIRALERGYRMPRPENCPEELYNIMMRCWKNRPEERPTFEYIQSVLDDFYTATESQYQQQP
Cl transport mod: KCC2 (human) Cl- transport modulation. B-score of Tl+ flux slope (higher = more flux/activation; lower = inhibition) at 10 µM. KCC2 cells, thallium flux FluoZin-2 fluorescence. AID 1456. Q9H2X9. actives 2.2% (n = 190,000);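 active means thallium flux slope and its plate-corrected score both differing from the plate sample mean at a set confidence after two filtering rounds, in either direction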;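 further: slope of fluorescence scaled to starting intensity during 10 to 20 s after thallium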
thrombin 1536: thrombin (human) inhibition. inhibition, % at 5 µM. actives 0.26% (n = 220,000). AID 1046. alpha-thrombin, Boc-VPR-AMC fluorogenic substrate cleavage;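 active means inhibition at or above 40%; inactive means inhibition below 40%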;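 further: 0% = enzyme with no compound and 100% = wells without enzyme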
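Material: human alpha-thrombin enzyme / Medium: pH 7.5 Tris (50 mM) with NaCl 150 mM, Tween 20 0.05% / Compound: single-point dosing at 5 µM, 0.2% DMSO / Incubation: enzyme reaction carried out at room temperature / Detection: AMC fluorescence, 355/460 nm / Read-out basis: percent inhibition scaled between no-compound controls and no-enzyme blanks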
Rad51 HR inh: blocks human Rad51 in homologous recombination. hRad51 DNA strand exchange, fluorescence dequenching. inhibition, % at 10 µM. actives 0.085% (n = 200,000);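 active means inhibition above 40% at the single screening dose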;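 further: 0% = DMSO control wells and 100% = blanks with heterologous ssDNA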
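Test system – preformed human Rad51 ssDNA filaments · Reagent – Donor/quencher-labelled 47-bp dsDNA substrate · Incubation – 37 °C 15-min filament assembly, 30-min compound preincubation, 15-min exchange · Signal – FRET fluorescence dequenching, excitation 485 nm, emission 520 nm · Read-out – percent inhibition from fluorescence, normalised to plate control and blank means · Benchmarks – plate control and blank wells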
hK5 inh: blocks human kallikrein 5 protease activity | recombinant hK5, fluorogenic AMC substrate cleavage | inhibition, % at 5 µM | actives 0.59% (n = 210,000) | AID 873 | Q9Y337;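 active means inhibition of 40% or more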;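 further: 0% = enzyme controls without compound and 100% = no-enzyme blanks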
Target sequence (Q9Y337 67-293 limits assumed): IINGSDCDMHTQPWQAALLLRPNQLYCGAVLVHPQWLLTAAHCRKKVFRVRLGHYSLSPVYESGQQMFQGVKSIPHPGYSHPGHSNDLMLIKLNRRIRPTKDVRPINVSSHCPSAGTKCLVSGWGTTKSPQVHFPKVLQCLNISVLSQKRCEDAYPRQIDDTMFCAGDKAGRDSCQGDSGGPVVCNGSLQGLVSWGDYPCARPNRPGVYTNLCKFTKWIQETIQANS
L929 necroptosis: L929 zVAD cell death inhibition | viability rescue, % at 10 µM | actives 0.38% (n = 220,000) | AID 1377 | L929 zVAD necroptosis rescue, ATP luminescence, 24 h; with zVAD 60 µM;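 active means activation, scaled between plate controls, above about 75%, limit read from the data; inactive means activation under that limit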;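 further: 0% = zVAD with DMSO and 100% = DMSO alone without zVAD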
An asterisk follows results filed as active; . = no result given.

Keys: A = FXIa inh; B = TNF necrop inh; C = FXIIa inh; D = Hck-Nef inh; E = Cl transport mod; F = thrombin 1536; G = Rad51 HR inh; H = hK5 inh; I = L929 necroptosis
1: CCOc1ccc2[nH]c(=O)c(CN(CCO)C3(c4nnnn4C4CCCCC4)CCCCC3)cc2c1
  A: 2; B: -6.9; C: 10; D: 0; E: -0.3; F: 0; G: .; H: 1; I: -0.3
2: O=C(c1ccc2c(=O)n(Cc3ccc4c(c3)OCO4)c(=S)[nH]c2c1)N1CCC2(CC1)OCCO2
  A: 6; B: -1.8; C: 16; D: -1; E: .; F: 4; G: 1; H: -10; I: -0.5
3: CNc1cc(N2CCNCC2)ccc1[N+](=O)[O-]
  A: -2; B: 2.8; C: 4; D: 5; E: 1.4; F: 0; G: .; H: .; I: 0.1
4: CCC(C)NC(=O)CN1C(=O)CN=C(c2ccccc2)c2ccccc21 (centres undefined)
  A: 0; B: 0.4; C: 7; D: -1; E: 0.061; F: 3; G: -4; H: -7; I: 2.7
5: COc1ccc(/C=N\N=C(N)N)cc1
  A: -3; B: 0.1; C: 2; D: 21; E: 0.2; F: -10; G: 3; H: -4; I: 5.2
6: COc1cccc(CNC2CN3CCC2CC3)c1OC (centres undefined)
  A: -8; B: -1.4; C: -1; D: 1; E: 1.3; F: -6; G: 2; H: -1; I: -0.1
7: NC1CCCCC1N=Cc1c(O)n(Cc2ccc(F)cc2)c(=O)[nH]c1=O (centres undefined)
  A: -2; B: -1.0; C: 5; D: -2; E: 0.85; F: -6; G: 3; H: -9; I: -0.6
8: CCOC(=O)C(O)(c1ccc(N(CC)C(=O)COc2ccccc2)cc1)C(F)(F)F (centres undefined)
  A: 8; B: 2.4; C: 11; D: 3; E: -0.67; F: 0; G: .; H: -4; I: -0.7
9: CC1C2Cn3c(nc4ccccc43)C1N(C)O2 (centres undefined)
  A: 8; B: 0.2; C: 12; D: 19; E: 0.75; F: 6; G: -7; H: 6; I: 0.4
10: CC1=[N+]([O-])C2(N)CCc3nonc3C2(O)C1 (centres undefined)
  A: -2; B: 0.2; C: 5; D: 1; E: 0.74; F: 2; G: 1; H: -16; I: 1.0
11: CC(C)NCC(O)c1ccc(C2CCCC2)cc1 (centres undefined)
  A: 5; B: -0.2; C: 14; D: 5; E: 0.36; F: -9; G: 7; H: -4; I: 0.8
12: c1ccc2nc(OCCN3CC3)ccc2c1
  A: -1; B: -21; C: 5; D: -38; E: 1; F: -3; G: -7; H: -1; I: -0.7
13: CN1CCc2nc3sc(C(=O)NC(C)(C)C)c(N)c3cc2C1
  A: -6; B: 0.9; C: 2; D: 0; E: 0.029; F: -7; G: 2; H: -12; I: 1.3
14: C1CCC2S[C@H]3CCCCC3NC2C1 (some centres undefined)
  A: -2; B: 2.6; C: 6; D: 19; E: 0.13; F: -3; G: -5; H: 0; I: 0.7
15: CC(=O)c1cccc(OCC(O)CN2CC=C(c3ccccc3)CC2)c1 (centres undefined)
  A: -2; B: 0.5; C: -11; D: 0; E: .; F: -6; G: -13; H: -3; I: -0.7
16: O=C(c1cccn2c(=O)c3cc(Br)ccc3nc12)N1CCC2(CC1)OCCO2
  A: 55*; B: 1.0; C: 1; D: 9; E: 1.9; F: 20; G: -1; H: 38; I: 0.5
17: N=C(N)c1c(O)n(C2CCCCC2)c(=O)n(C2CCCCC2)c1=O
  A: 8; B: -1.2; C: 23; D: 11; E: 0.21; F: 6; G: .; H: 3; I: 1.4
18: CCCCCCCC(=O)NC(Oc1ccccc1[N+](=O)[O-])C(Cl)(Cl)Cl (centres undefined)
  A: 5; B: 2.0; C: 18; D: 0; E: 0.44; F: 3; G: -3; H: -5; I: 0.8
19: C=CCN1CC[C@]23c4c5ccc(O)c4O[C@H]2C(=O)CC[C@@]3(O)[C@H]1C5
  A: -3; B: 0.7; C: 4; D: 22; E: 0.27; F: -13; G: 15; H: 5; I: 0.9
20: O=c1[nH]c(=O)n(-c2cccc(Cl)c2)c(O)c1C=NCCN1CCCCC1
  A: -7; B: -1.0; C: 0; D: 2; E: -0.23; F: -3; G: .; H: -25; I: 0.6
21: CN(C)c1ccc(/C=C2/C(=N\O)C3CCN2CC3)cc1
  A: 10; B: 5.3; C: 3; D: -8; E: 0.022; F: -2; G: 21; H: 3; I: 0.6
22: COc1ccc(/C=C2/C(=O)NC(=O)N(c3ccccc3)C2=O)cc1CN1C(=O)c2ccccc2C1=O
  A: -2; B: 2.3; C: 4; D: 21; E: 0.69; F: -3; G: 6; H: -3; I: -0.1
23: Cn1c(O)c(C=Nc2ccccc2Sc2ccccc2)c(=O)n(C)c1=O
  A: 1; B: 1.9; C: 3; D: 3; E: 0.14; F: -9; G: 4; H: -19; I: 0.0
24: CC1CCN(C(=O)C(C)Cl)CC1 (centres undefined)
  A: -12; B: -0.2; C: 3; D: -2; E: 1; F: 3; G: 3; H: -16; I: 2.6
25: COc1ccc(C(O)c2ccccc2OP(=O)(N(C)C)N(C)C)cc1 (centres undefined)
  A: 0; B: 0.6; C: 4; D: 4; E: -0.76; F: -4; G: 3; H: -17; I: -0.3
26: O=C1/C(=C\c2ccc(Cl)cc2Cl)N2CCC1CC2
  A: 4; B: 2.2; C: 11; D: 1; E: -0.096; F: 0; G: .; H: 5; I: 0.2
27: COc1ccc(CCNC(C)CCc2ccc(OC)cc2)cc1 (centres undefined)
  A: -7; B: 2.9; C: -3; D: -2; E: -1.3; F: -4; G: 6; H: 2; I: -0.4

In the list so far, 8 have four or more nitrogen atoms:
Keys: A = FXIa inh; B = TNF necrop inh; C = FXIIa inh; D = Hck-Nef inh; E = Cl transport mod; F = thrombin 1536; G = Rad51 HR inh; H = hK5 inh; I = L929 necroptosis
1: CCOc1ccc2[nH]c(=O)c(CN(CCO)C3(c4nnnn4C4CCCCC4)CCCCC3)cc2c1
  A: 2; B: -6.9; C: 10; D: 0; E: -0.3; F: 0; G: .; H: 1; I: -0.3
3: CNc1cc(N2CCNCC2)ccc1[N+](=O)[O-]
  A: -2; B: 2.8; C: 4; D: 5; E: 1.4; F: 0; G: .; H: .; I: 0.1
5: COc1ccc(/C=N\N=C(N)N)cc1
  A: -3; B: 0.1; C: 2; D: 21; E: 0.2; F: -10; G: 3; H: -4; I: 5.2
7: NC1CCCCC1N=Cc1c(O)n(Cc2ccc(F)cc2)c(=O)[nH]c1=O (centres undefined)
  A: -2; B: -1.0; C: 5; D: -2; E: 0.85; F: -6; G: 3; H: -9; I: -0.6
10: CC1=[N+]([O-])C2(N)CCc3nonc3C2(O)C1 (centres undefined)
  A: -2; B: 0.2; C: 5; D: 1; E: 0.74; F: 2; G: 1; H: -16; I: 1.0
13: CN1CCc2nc3sc(C(=O)NC(C)(C)C)c(N)c3cc2C1
  A: -6; B: 0.9; C: 2; D: 0; E: 0.029; F: -7; G: 2; H: -12; I: 1.3
17: N=C(N)c1c(O)n(C2CCCCC2)c(=O)n(C2CCCCC2)c1=O
  A: 8; B: -1.2; C: 23; D: 11; E: 0.21; F: 6; G: .; H: 3; I: 1.4
20: O=c1[nH]c(=O)n(-c2cccc(Cl)c2)c(O)c1C=NCCN1CCCCC1
  A: -7; B: -1.0; C: 0; D: 2; E: -0.23; F: -3; G: .; H: -25; I: 0.6

Random excerpt: 2 compounds from above.
Keys: A = FXIa inh; B = TNF necrop inh; C = FXIIa inh; D = Hck-Nef inh; E = Cl transport mod; F = thrombin 1536; G = Rad51 HR inh; H = hK5 inh; I = L929 necroptosis
2: O=C(c1ccc2c(=O)n(Cc3ccc4c(c3)OCO4)c(=S)[nH]c2c1)N1CCC2(CC1)OCCO2
  A: 6; B: -1.8; C: 16; D: -1; E: .; F: 4; G: 1; H: -10; I: -0.5
10: CC1=[N+]([O-])C2(N)CCc3nonc3C2(O)C1 (centres undefined)
  A: -2; B: 0.2; C: 5; D: 1; E: 0.74; F: 2; G: 1; H: -16; I: 1.0

Some of the compounds tested (hit frequency here may not be typical).
